TNAP inh no acc: inhibitors of human TNAP without phosphate acceptor | P05186 | purified TNAP, CDP-star luminescence, 30 min | inhibition, % at 20 µM | 200,000 compounds, 0.26% hits | AID 1012;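 active = tissue-nonspecific alkaline phosphatase inhibition above about 50% at 20 µM in the single-dose screen, limit read from the data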;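 note: 0% = DMSO negative control and 100% = EDTA positive control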
Target sequence (P05186 whole entry, looked up): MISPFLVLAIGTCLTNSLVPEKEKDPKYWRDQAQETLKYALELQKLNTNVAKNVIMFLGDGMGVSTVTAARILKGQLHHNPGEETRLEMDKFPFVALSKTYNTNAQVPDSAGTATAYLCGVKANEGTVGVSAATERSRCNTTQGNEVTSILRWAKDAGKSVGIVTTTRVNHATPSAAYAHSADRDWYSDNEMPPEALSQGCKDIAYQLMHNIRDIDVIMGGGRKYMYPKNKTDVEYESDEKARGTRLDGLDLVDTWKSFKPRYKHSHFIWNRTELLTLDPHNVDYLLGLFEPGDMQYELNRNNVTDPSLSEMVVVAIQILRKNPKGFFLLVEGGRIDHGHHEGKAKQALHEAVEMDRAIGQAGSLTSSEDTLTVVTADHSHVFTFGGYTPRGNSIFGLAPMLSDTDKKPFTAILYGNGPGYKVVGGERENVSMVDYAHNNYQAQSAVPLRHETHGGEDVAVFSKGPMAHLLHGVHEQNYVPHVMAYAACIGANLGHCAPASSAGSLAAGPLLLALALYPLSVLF
PMI act satM6P: activators of human phosphomannose isomerase at near-saturating mannose 6-phosphate. P34949. coupled PMI enzyme assay, resazurin fluorescence, 20 min; hits give high values; 1 = untreated enzyme, 0 = substrate-free blank. activation factor at 20 µM. 190,000 compounds, 0.34% hits;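 active = activation factor of 2 or more at 20 µM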
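Material: human phosphomannose isomerase with PGI, G6PDH, diaphorase coupling enzymes. Quantity: 15 ng/mL PMI. Medium: HEPES pH 7.4 buffer with MgCl2 and Tween-20. Reagent: Near-saturating mannose-6-phosphate, 1.0 mM. Compound: 20 µM single dose. Times: enzyme reaction with compound 20 min at room temperature. Detection: resorufin fluorescence at Ex 544/Em 590 nm.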
TNAP act hi DEA: increases human TNAP activity under high phosphate acceptor concentration | P05186 | purified TNAP, CDP-star luminescence, 1 M DEA, 30 min; hits give high values; 0 = EDTA background, 1 = DMSO-only activity | activation factor at 20 µM | 200,000 tested, under 10 active | AID 1136;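 active = activation factor at least 2 at 20 µM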
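Test system – human TNAP · Doses – 20 µM single point · Incubation – 30 min, room temperature · Signal – luminescent substrate turnover signal · Read-out basis – activation factor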
bIAP activator: intestinal alkaline phosphatase (bovine) activation. 200,000 compounds, 0.17% hits. purified bovine IAP, CDP-star luminescence, 30 min; hits give high values; fold of DMSO-control signal, blank-subtracted. AID 1016. activation factor at 20 µM;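 active = activation factor of 2 or more at 20 µM, a signal rise over negative controls twice the positive control's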
PMI activator: activators of human phosphomannose isomerase | P34949 | purified human PMI, coupled resazurin fluorescence, 20 min; hits give high values; 1 = vehicle control, 0 substrate-free wells | activation factor at 20 µM | 190,000 compounds, 0.005% hits;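 active = activation factor of 2 or more at 20 µM, relative to plate controls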
TNAP inh hiacc: TNAP (human) inhibition, high acceptor; P05186; purified TNAP, CDP-star luminescence, 1 M DEA; inhibition, % at 20 µM; 200,000 compounds, 0.03% hits;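 active = over 50% inhibition of tissue-nonspecific alkaline phosphatase at 20 µM in the single-dose screen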;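 note: plate controls were DMSO wells for no effect and EDTA-quenched wells as full inhibition for full effect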
NF-kB expr up: compounds increasing NF-kB expression in human neuronal cells | NF-kB reporter expression; hits give high values | fold change at 12.5 µM | 190,000 compounds, 1.6% hits | AID 1239; in the data active = fold change above about 3.3
FLuc stim CS: firefly luciferase counter-screen for stimulation assays; P08659; ATPlite luciferase biochemical, luminescence, 10 min; 0 = ATP-free wells, 1 = DMSO control; activation factor at 10 µM; 200,000 tested, under 10 active; AID 1027;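 active = luciferase activation factor, scaled between plate controls, of at least 2 with compound at 10 µM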
Target sequence (P08659 whole entry, looked up): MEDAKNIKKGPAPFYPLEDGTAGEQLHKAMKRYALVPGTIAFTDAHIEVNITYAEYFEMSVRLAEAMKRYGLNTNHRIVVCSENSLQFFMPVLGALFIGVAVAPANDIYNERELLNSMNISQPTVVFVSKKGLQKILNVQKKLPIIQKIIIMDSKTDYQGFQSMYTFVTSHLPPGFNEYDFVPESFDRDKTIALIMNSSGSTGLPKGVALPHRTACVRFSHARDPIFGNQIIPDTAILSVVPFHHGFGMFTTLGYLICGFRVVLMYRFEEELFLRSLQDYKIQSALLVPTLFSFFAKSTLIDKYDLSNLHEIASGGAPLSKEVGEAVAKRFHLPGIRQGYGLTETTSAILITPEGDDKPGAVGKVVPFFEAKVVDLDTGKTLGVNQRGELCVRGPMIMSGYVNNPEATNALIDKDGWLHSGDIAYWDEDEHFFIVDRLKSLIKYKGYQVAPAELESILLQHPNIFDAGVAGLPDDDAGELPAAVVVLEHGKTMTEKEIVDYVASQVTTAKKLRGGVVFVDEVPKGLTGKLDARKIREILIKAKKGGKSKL
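System: cell-free luciferase reagent; medium: PBS as buffer for the ATP substrate; doses: test compounds dosed from 2 mM stocks in 100% DMSO; incubation: 10 min, room temperature; measured by: luminescence from luciferase reaction; read-out: luciferase activation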
FLuc inh counter: inhibits firefly luciferase, flagging false hits in luciferase inhibition screens; P08659; 200,000 compounds, 1.5% hits; inhibition, % at 10 µM; ATPLite firefly luciferase biochemical luminescence, 10 min; AID 1006;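 active = inhibition above about 50% when tested at 10 µM, limit read from the data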
APP 5'UTR act: APP 5'UTR luciferase reporter activation; SH-SY5Y APP 5'UTR luciferase reporter, luminescence; zero percent = DMSO vehicle wells; activation, % at 2 µM; 190,000 compounds, 1% hits;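 active = activation above a set limit, based on mean plus 3 SD of controls, cut at about 140% in these data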; note: values of inactives mirror those of a sister screen read the other way
Starred values were filed as active, the others as inactive; . = not tested or not shown.

SMILES | TNAP inh no acc | PMI act satM6P | TNAP act hi DEA | bIAP activator | PMI activator | TNAP inh hiacc | NF-kB expr up | FLuc stim CS | FLuc inh counter | APP 5'UTR act
COC(=O)C1=C(C)OC(N)=C(C#N)C1c1cc(OC)ccc1OC (stereo not given) | 0.0 | 1.1 | 1 | 1 | 1 | -1.3 | 0.89 | 1.1 | -5.7 | 3.7
COC(=O)/C=C1\N/C(=N\c2nc(C)cc(C)n2)N(c2ccc(C)cc2)C1=O | -5.5 | 1.1 | 1 | 1 | 0.9 | -2.5 | 1.33 | 1 | -3.4 | -7.9
Cc1ccc(CNC(=O)C(NS(=O)(=O)c2cccc3nsnc23)c2ccccc2)cc1 (stereo not given) | -9.2 | 0.9 | 1 | 1 | 0.9 | -2.4 | 1.31 | 1.1 | -7.0 | 0.8
CC(=O)Nc1ccc(C(=O)OCC(=O)N(Cc2ccccc2)C(C)(C)C)cc1 | -8.4 | 0.8 | 0.9 | 1 | 1 | 10.7 | 0.85 | 1.1 | -6.3 | 7.3
CCN(CC)C(=O)c1sc(NC(=O)c2cc(-c3ccc(C)s3)nc3ccccc23)c(C(=O)OC)c1C | 4.9 | 1 | 1 | 1 | 0.9 | -3.4 | 0.58 | 1 | -4.4 | -4.3
Cc1cccc(C)c1NC(=O)CCCSc1nnc(-c2ccc(Cl)cc2)n1-c1ccccc1 | -20.6 | 1 | 1.1 | 0.9 | 0.8 | -10.9 | 0.88 | 1.1 | -10.2 | -18.6
Cc1nnc(SCc2nnc(-c3ccc(Cl)cc3)o2)n1-c1ccccc1 | -8.2 | 0.9 | 1 | 1.2 | 1 | -4.8 | . | 1 | 3.2 | .
CCOC(=O)N1CCN(C(=O)CN(C2CCCCC2)S(=O)(=O)c2c(C)cc(C)cc2C)CC1 | -9.9 | 0.9 | 1 | 1.1 | 1 | -0.5 | 0.93 | 1 | -3.1 | 28.7
CCCN1CCN(C(=S)Nc2ccc(S(N)(=O)=O)cc2)CC1 | -14.2 | 1.1 | 1 | 0.9 | 1 | -4.0 | 1.21 | 1 | -3.6 | 17.6
COC(=O)c1ccc(-c2sc3nc(N4CCOCC4)c4c(c3c2N)CCCC4)o1 | -5.5 | 0.8 | 1 | 1 | 0.8 | -0.9 | 1.08 | 1.1 | -7.3 | -4.9
Cc1ccc(-c2nc(-c3ccccc3)no2)c(Cl)c1 | -13.5 | 1 | 1 | 0.8 | 1 | -4.0 | 1.56 | 0.1 | 94.9* | 166.4*
Cc1ccc2c(CC(=O)OCc3csc(C)n3)coc2c1 | -11.2 | 1 | 1 | 0.9 | 1 | -4.8 | 1.09 | 1 | -2.5 | -6.7
CC(C)C(=O)Nc1nnc(SCc2cccc(F)c2)s1 | -11.4 | 1 | 1 | 1 | 1.1 | -1.6 | 1.78 | 1 | -2.4 | 34.2
O=C(c1ccc(Cl)cc1)N(Cc1ccc(Br)cc1)N1C(=O)CCC1=O | -5.4 | 1 | 1 | 1.1 | 1 | -4.5 | 0.75 | 1 | -0.5 | 14.9
CCOc1nc(N2CCCCC2)nc(-n2cc(-c3ccccc3)nn2)n1 | -9.1 | 1 | 1 | 1 | 1 | 0.3 | 1.1 | 1.1 | -6.2 | 1.0
O=C1c2ccccc2C(=O)N1CCN1CCOCC1 | -6.9 | 1 | 1 | 1 | 1 | -1.3 | 1.3 | 1 | -2.2 | 18.1
Cc1ccc(N(C(=O)Cc2c[nH]c3ccccc23)C(C(=O)NC2CCCCC2)c2ccco2)cc1 (stereo not given) | -11.5 | 0.9 | 1 | 0.9 | 0.9 | -4.5 | 0.47 | 1 | -3.1 | 6.2
O=C1C2ON(c3ccc(Br)cc3)C(c3cccnc3)C2C(=O)N1C1CCCCC1 (stereo not given) | -8.3 | 0.9 | 1 | 0.9 | 0.9 | -0.9 | 1.02 | 1 | -1.2 | 16.8
CC(=O)Nc1ccc(Cl)cc1C(=O)O | -8.4 | 1 | 1 | 0.9 | 0.9 | 1.0 | 1.1 | 1 | -4.3 | -7.5
CCN(CC)S(=O)(=O)c1ccc2[nH]cc(C(=O)NCCCN3CCCCC3C)c(=O)c2c1 (stereo not given) | -8.0 | 1 | 1 | 1.1 | 0.9 | -4.6 | 0.94 | 1.1 | -7.8 | .
CCc1nnc(NS(=O)(=O)c2ccc(N/C=C\C(=O)c3cccc4ccccc34)cc2)s1 | -2.4 | 0.9 | 1 | 1 | 0.9 | -1.3 | 1.03 | 1.1 | -5.3 | 9.9
C[C@H](NC(=O)NCc1ccc(F)cc1)C(=O)O | -9.8 | 1 | 1.1 | 0.9 | 1.1 | -6.1 | 1.15 | 1 | -3.7 | 17.4
Cc1[nH]c(=O)c(C#N)cc1-c1ccncc1 | -13.6 | 1 | 1 | 0.9 | 1 | -2.4 | 1.19 | 1 | -4.4 | 19.0
CC(Cc1ccccc1)C(=O)N(C)Cc1ccccc1 (stereo not given) | -7.1 | 1.1 | 1.1 | 1 | 1.1 | -6.4 | 0.93 | 1.1 | -5.7 | 1.8
CC(=O)N1c2ccccc2NC2=C(C(=O)CCC2)C1c1cccnc1 (stereo not given) | -11.6 | 0.9 | 1.1 | 1 | 1 | -6.0 | 0.92 | 1.1 | -5.2 | 13.9
CCOc1ccc(C(=O)NC(=S)Nc2ccccc2N2CCCCC2)cc1[N+](=O)[O-] | -21.2 | 0.9 | 1 | 1 | 0.8 | 2.6 | 0.89 | 1 | -2.7 | 15.0
COc1ccccc1N(CN1CCCC1=O)C(=O)c1ccccc1F | -2.1 | 1 | 1.1 | 1 | 1.1 | -6.5 | 1.05 | 1.1 | -11.7 | 8.0
O=C(NC1=NCCS1)c1ccc(Cl)c(S(=O)(=O)N2CCOCC2)c1 | 2.4 | 0.9 | 1 | 1 | 0.9 | 1.9 | 1.29 | 1 | -1.6 | 3.5
O=C(Nc1ccccc1C(=O)N1CCOCC1)C1CCC(=O)N1C1CCCC1 (stereo not given) | -1.1 | 1.1 | 1.1 | 0.9 | 0.9 | -5.2 | 1.05 | 1 | 3.3 | 2.9
COc1ccc(-c2cn3cc(C(F)(F)F)cc(Cl)c3n2)cc1 | -17.0 | 0.9 | 1 | 1 | 0.9 | -2.8 | 9.03* | 0.7 | 33.7 | 149.7*
O=S(=O)(Cc1ccccc1)NCC1CCCN(Cc2ccc(F)c(F)c2)C1 (stereo not given) | 3.5 | 0.9 | 1.1 | 1 | 1 | -5.8 | 0.99 | 1.1 | -5.8 | -4.6
CNC(=S)N/N=C/c1cc(Br)cc(Br)c1O | -111.6 | 1.5 | 1 | 0.8 | 1.4 | -2.5 | 0.77 | 1 | -4.8 | -2.9
COc1cc(/C=C2\SC(=O)N(CC(=O)Nc3cccc(C)c3)C2=O)cc([N+](=O)[O-])c1O | -15.2 | 0.8 | 0.7 | 0.7 | 0.9 | 25.4 | 0.96 | 1 | -3.4 | 0.4
CCOC(=O)C(C)On1c(-c2ccc(Cl)cc2)nc2ccc([N+](=O)[O-])cc21 (stereo not given) | -2.4 | 2* | 1 | 0.8 | 1.4 | -3.5 | 5.8* | 1 | 0.7 | 67.7
O=C(NC(=S)Nc1ccccc1N1CCOCC1)c1sc2ccccc2c1Cl | 5.6 | 0.9 | 1 | 1.1 | 0.9 | 1.0 | 1.05 | 1 | -2.4 | 11.8
COC(=O)c1c(NC(C)=O)sc2c1CCCCC2 | -12.8 | 0.9 | 1 | 1 | 0.8 | -1.0 | 0.94 | 1 | -2.0 | -1.4
Cc1cccc(-n2ccnc2SCC(=O)O)c1C | -5.0 | 1.1 | 1 | 1 | 1.1 | 2.3 | 1.09 | 1 | -0.3 | -2.0
COc1ccc(NC(=O)CSc2nc3c(c(=O)n2-c2ccc(C)cc2)SCC3)c(OC)c1 | -3.5 | 1 | 1 | 0.8 | 0.8 | 1.3 | 1.21 | 1 | 1.7 | -12.1
COc1ccc2nc(SCC(=O)N3CCN(c4ccc(F)cc4)CC3)c(C#N)cc2c1 | -4.6 | 0.8 | 1 | 0.8 | 0.9 | -2.2 | 1.02 | 1.1 | -6.2 | 22.6
Cc1ccc2[nH]c(C)c(CC(=O)O)c2c1 | 2.2 | 1.2 | 0.9 | 1 | 1.1 | 8.5 | 0.87 | 1 | 4.0 | -14.7
COc1cc(OC)c2c(c1)C(=O)OC2 | 8.1 | 1.3 | 1 | 1 | 1.3 | 2.9 | 1.05 | 1 | -4.7 | -12.3
CCOC(=O)Cn1c(CN2CC(C)OC(C)C2)nc2c1c(=O)n(C)c(=O)n2C (stereo not given) | -1.0 | 1.2 | 1 | 0.9 | 1.2 | -4.6 | 1.03 | 1 | -3.9 | -1.3
COc1ccccc1N(CC(=O)NC(C)(C)C)S(=O)(=O)c1cccs1 | -5.6 | 0.7 | 1 | 1.1 | 0.9 | -2.0 | 1.05 | 1 | -0.8 | -0.3
Cc1ccc(-c2nc(-c3cccnc3)no2)c(C)c1 | 0.0 | 1 | 1 | 0.9 | 1 | 0.9 | 4.77* | 0.4 | 64.9* | 144.0*
Cc1ccccc1NC(C)C(=O)N/N=C/c1ccccc1OCc1cccc(Br)c1 (stereo not given) | -18.2 | 0.9 | 1 | 1 | 0.9 | -1.4 | 0.98 | 1 | 0.6 | 10.1
Cc1ccc(-c2nnc3ccc(SCC(=O)Nc4cc(C)on4)nn23)cc1 | -19.7 | 1 | 1.1 | 0.8 | 1 | -5.2 | 1.29 | 1 | -3.8 | -7.9
Cc1ccc(C(=O)/C=C/Nc2ccc([N+](=O)[O-])cc2Br)cc1 | -2.4 | 1.1 | 1 | 0.9 | 1.1 | 0.3 | 0.94 | 0.6 | 38.9 | 83.0
Cc1cc(NC(=O)CSc2nc(C(C)C)nc3sc4c(c23)CCCC4)no1 | 10.9 | 1 | 1 | 0.9 | 1 | -1.6 | 1.33 | 1 | -3.4 | 16.8

One compound at a time, as listed above. Order of values: TNAP inh no acc | PMI act satM6P | TNAP act hi DEA | bIAP activator | PMI activator | TNAP inh hiacc | NF-kB expr up | FLuc stim CS | FLuc inh counter | APP 5'UTR act
`COc1cc(/C=C2\SC(=O)N(CC(=O)Nc3cccc(C)c3)C2=O)cc([N+](=O)[O-])c1O` is entered as -15.2 | 0.8 | 0.7 | 0.7 | 0.9 | 25.4 | 0.96 | 1 | -3.4 | 0.4
`Cc1ccc(-c2nc(-c3cccnc3)no2)c(C)c1` is entered as 0.0 | 1 | 1 | 0.9 | 1 | 0.9 | 4.77* | 0.4 | 64.9* | 144.0*

Reformatted: entries from further up
canonical_smiles: Cc1nnc(SCc2nnc(-c3ccc(Cl)cc3)o2)n1-c1ccccc1
  TNAP inh no acc = -8.2
  PMI act satM6P = 0.9
  TNAP act hi DEA = 1
  bIAP activator = 1.2
  PMI activator = 1
  TNAP inh hiacc = -4.8
  NF-kB expr up = .
  FLuc stim CS = 1
  FLuc inh counter = 3.2
  APP 5'UTR act = .

canonical_smiles: CCOC(=O)N1CCN(C(=O)CN(C2CCCCC2)S(=O)(=O)c2c(C)cc(C)cc2C)CC1
  TNAP inh no acc = -9.9
  PMI act satM6P = 0.9
  TNAP act hi DEA = 1
  bIAP activator = 1.1
  PMI activator = 1
  TNAP inh hiacc = -0.5
  NF-kB expr up = 0.93
  FLuc stim CS = 1
  FLuc inh counter = -3.1
  APP 5'UTR act = 28.7

Screening data: PubChem, several laboratories

Rows are unselected; 3.6% or so of the library scored in one or more.
